miR122 inh = miR-122 inhibition in Huh7 cells | Huh7 miR-122 Renilla luciferase sensor, 48 h; neutral wells = 0, positive control = 100 | activation (reporter increase), % at 12.5 µM | actives 0.3% (n = 340,000);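 active means mean replicate activation score at least 90 and every replicate individually at or above 90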;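 further: higher luciferase means less miR-122 activity so hits act as miR-122 inhibitors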
* hit, by the source's call.

A first look, 4 compounds:
SMILES	miR122 inh
O=S1(=O)CCC(NC(=S)N2CCCCCC2)C1 (configuration not stated)	-6
COc1ccc(OC)c(NC(=O)CSC2=NCCS2)c1	2
COc1ccc(-c2csc(N3CCOCC3)n2)cc1OC	-7
CCOC(=O)c1ccccc1NC(=O)CSc1cccc[n+]1[O-]	1

This part in full, from the start:
SMILES	miR122 inh
O=S1(=O)CCC(NC(=S)N2CCCCCC2)C1 (configuration not stated)	-6
COc1ccc(OC)c(NC(=O)CSC2=NCCS2)c1	2
COc1ccc(-c2csc(N3CCOCC3)n2)cc1OC	-7
CCOC(=O)c1ccccc1NC(=O)CSc1cccc[n+]1[O-]	1
Cc1nc(S(=O)(=O)c2ccc(Cl)cc2Cl)nc2c1CCC2	12
O=S(=O)(Nc1ccc(S(=O)(=O)N2CCCCC2)cc1)c1cccs1	21
O=C(Cn1cnc2c(nnn2-c2ccc(F)cc2)c1=O)N1CCCC1	-4
O=C(C1CC1)N1CCC(C(O)(c2ccccc2)c2ccccc2)CC1	-7
O=C(/C=N/O)Nc1ccc(F)cc1	-1
O=C(OCCN1CCOCC1)c1ccc(OCCN2CCOCC2)cc1	3
CCC(=O)NCCN1CCN(C(=O)CC)CC1	-3
O=C(Cc1ccccc1[N+](=O)[O-])NCc1ccc(Cl)cc1	-3
Cc1ccc(Cn2c(=N)n(CC(=O)c3ccc([N+](=O)[O-])cc3)c3ccccc32)cc1	-10
CCN1CCN(C(=O)CN2C(=O)c3cccc4cccc2c34)CC1	-8
O=S(=O)(CCSc1nc2ccccc2s1)c1nc2ccccc2s1	-2
CCc1cccc(NC(=O)Cc2cn(C)c3ccccc23)c1	13
Cc1cccc(CN2CCCC(C(=O)N3CCc4ccccc4C3)C2)c1 (configuration not stated)	7
CCOC(=O)CSc1nc2ccc(S(=O)(=O)N3CCOCC3)cc2[nH]1	-3
CC(C)CN(C(=O)COC(=O)Cn1cnc2ccccc2c1=O)C1CCS(=O)(=O)C1 (configuration not stated)	3
Cc1cc2oc(=O)cc(CN3CCN(S(=O)(=O)c4cccs4)CC3)c2cc1C	-4
CN(Cc1nc2ccccc2c(=O)[nH]1)CC(O)COCc1ccco1 (configuration not stated)	7
COc1ccc(NC(=O)CN2C(=O)C(c3ccccc3)=NC23CCCCCC3)cc1	10
Cc1ccc(CSCCNC(=O)CSCc2ccc([N+](=O)[O-])cc2)cc1	-8
Cc1cccc(C)c1NC(=O)CSc1nnc(CCCCCNC(=O)OC(C)(C)C)o1	-19
CC(=O)Nc1ccc(NC(=O)C(Cc2ccccc2)NC(=O)C2CCCCC2)cc1 (configuration not stated)	4
CC1(C)CCCC2=C1CC1C(=O)N(Cc3cccnc3)C(=O)C1C2 (configuration not stated)	-6
O=C(CN1N=C(c2ccccc2)CCC1=O)NCCCN1CCc2ccccc2C1	-6
CNCCOc1ccccc1-c1ccccc1	-5
O=C(O)c1ccc(NC(=O)C2(c3ccccc3)CCOCC2)cc1	-10
CC1CN(Cc2nc3c(c(=O)n(C)c(=O)n3C)n2CCCO)CC(C)O1 (configuration not stated)	0
CNc1cc(C(F)(F)F)nc(-c2ccccn2)n1	-23
CCCc1nnc(SCC(=O)N2CCCCC2)n1CCCOC	6
O=C(NCc1cccnc1)NC1(C(F)(F)F)Oc2ccc(Cl)cc2O1 (configuration not stated)	-16
O=C1N(O)C2(C=CCCC2)/C(=N\O)C12CCCCC2 (configuration not stated)	7
CCN(CC)S(=O)(=O)c1ccc2nc(CSc3nnnn3-c3ccc(O)cc3)[nH]c2c1	5
Cc1cc(C)c(NC(=O)CSc2nnc(SCC(=O)Nc3c(C)cc(C)cc3C)n2N)c(C)c1	1
CC(=O)c1ccc(N2CCN(C(=S)Nc3cccc(F)c3)CC2)cc1	5
CCOC(=O)c1ccc(NC=C2C(=O)OC3(CCCCC3)OC2=O)cc1	-3
Cc1ccc(CCNc2ccccc2)c[n+]1[O-]	-1
CCn1c(CNC(=O)c2ccco2)nnc1SCC(=O)Nc1ccc(Br)cc1F	-4
CCOc1ccc(N(CC(=O)NC(C)(C)C)C(=O)c2ccco2)cc1	12
O=C(CSCC(=O)c1ccccc1)Nc1ccccc1Cl	-5
S=c1nc2ccccc2c2nc(-c3ccccc3)[nH]n12	15
Cc1nnc(N(Cc2ccco2)C(=O)c2ccc(C#N)cc2)s1	-4
CCOc1cccc(-c2nnc3n2N=C(c2cc(OC)ccc2OC)CS3)c1	-3
O=C(Nc1cccnc1)C1OCCc2ccccc21 (configuration not stated)	-7
COc1ccc(-n2c(SC)nc(O)c(Cc3ccccc3)c2=O)cc1	3
Cc1cccc(NC(=O)c2sc3nc4c(c(-c5ccco5)c3c2N)CCC4)c1	4
COc1cc(N2C(=O)CSC23C(=O)Nc2ccccc23)cc(OC)c1OC (configuration not stated)	-4
O=C(NCc1ccco1)c1cccn2c(=O)c3c4c(sc3nc12)CCCC4	15

Additional results
SMILES	miR122 inh
Cc1occc1-c1nnc(SCC(=O)N2CCOCC2)o1	9
O=C1c2ccccc2C(=O)N1CCCCSc1nnc2c(Cl)cc(Cl)cn12	-3
CC(=O)COc1ccc2c(-c3ccccc3)cc(=O)oc2c1	0
O=C(c1ccc(F)cc1)N1CCC(N2CCCCCC2)CC1	4
CCOc1ccc(NC(=S)NC(=O)/C=C/c2ccc(OC)cc2)c([N+](=O)[O-])c1	1
CCC(=O)N1CCCc2cc(S(=O)(=O)N3CCN(c4ccccn4)CC3)ccc21	-1
CCC(=O)N(Cc1cc(=O)[nH]c2ccccc12)c1cccc(C)c1	2
CC(=O)Nc1nc(C)c(S(N)(=O)=O)s1	-10
CCN(CC)C(=O)CSc1nnc(COc2ccccc2)n1CC	-6
CCn1c(CC(=O)Nc2ccccc2F)nnc1SCC(=O)N1CCN(c2ccccc2)CC1	-5
O=c1c2ccccc2[nH]c(=S)n1CCN1CCN(Cc2ccccc2)CC1	6
CCOC(=O)c1cc(-c2ccc(F)cc2)n(CC(=O)N2CCCC2)c1C	-1
C=CCNC(=O)/C(C#N)=C\c1cc(Cl)c(O)c(OCC)c1	-3
CCS(=O)(=O)n1nc(-c2ccccc2)nc1SCc1ccccc1	3
O=[N+]([O-])c1ccc(Sc2nccn2Cc2ccccc2)cc1	6
Cc1c(Br)ccc(NC(=O)CCN2C(=O)C3C4CCC(C4)C3C2=O)c1C (configuration not stated)	12
COc1cc(C2Nc3ccccc3C(=O)N2c2ccccc2OC)ccc1O (configuration not stated)	-4
O=C(CC1C(=O)N(c2ccccc2)C(=O)N1C1CCCCC1)Nc1ccccc1 (configuration not stated)	2
Clc1ccc(C(c2nnnn2C2CCCC2)N2CCN(Cc3ccncc3)CC2)cc1 (configuration not stated)	4
CCOC(=O)C(O)(CC(=O)c1ccc(OC)cc1)C(F)(F)F (configuration not stated)	9
Cc1ccc(-n2nnnc2SCc2nc3sc(C)c(C)c3c(=O)[nH]2)cc1	6
COc1ccc(C)cc1NC(=O)c1ccc(S(=O)(=O)N2CCOCC2)cc1	2
COCCCNc1nc(-c2ccncc2)nc2ccccc12	-5
CCC(CC)NC(=O)CO/N=C/c1ccccc1OC(F)F	2
CCOC(=O)c1c(NC(=O)CSc2nnc(CNc3ccc(F)cc3)o2)sc(C)c1C	1

The list goes on, overlapping the part above by two compounds.
SMILES	miR122 inh
CCC(CC)NC(=O)CO/N=C/c1ccccc1OC(F)F	2
CCOC(=O)c1c(NC(=O)CSc2nnc(CNc3ccc(F)cc3)o2)sc(C)c1C	1
CCOC(=O)CSc1nnc(C)n1N	1
CC(C)C1S/C(=N/N=C/c2cccs2)NC1=O (configuration not stated)	-9
Cc1cccc(NC(=O)CSc2nnc(-c3ccccc3Br)o2)c1C	-4
COc1ccc(C(CC(=O)O)NC(=O)COc2ccc(C)cc2)cc1OC (configuration not stated)	3
O=C(CSc1ccc2ccccc2n1)c1ccc2c(c1)OCO2	15
CCCc1nnc(SCC(=O)N2CCCCC2C)n1CCCOC (configuration not stated)	-3
Cc1cccc(NC(=O)C2CC(O)CN2C(=O)OCc2ccccc2)c1 (configuration not stated)	3
Cc1cc(=O)[nH]c2c(C)c(N)ccc12	-15
COc1cc(OC)c(C(=O)Nc2ccc(S(=O)(=O)Nc3ncccn3)cc2)cc1OC	1
COc1cc(C(C)=O)ccc1COc1ccc(C(=O)OCC(N)=O)cc1OC	-4
CC(=O)c1c(C)n(C)c2ccc(O)cc12	-2
CCSc1n[nH]c2nc3c(c(=O)n12)C1(CCCC1)Cc1ccccc1-3	5
N#Cc1c(NC(=O)c2cccnc2)sc2c1CCC2	8
COC(=O)c1ccc(N2C(=O)CC(Sc3n[nH]c(C)n3)C2=O)cc1 (configuration not stated)	-2
COc1cc(NC(=O)Cc2ccccc2)nc(OC)n1	8
Cc1cccc(Cn2c(=O)n(Cc3ccco3)c(=O)c3ccccc32)c1	1
CCOc1ccc(CC(=NCCc2ccccc2)C2=C(O)CC(C)(C)CC2=O)cc1OCC	-3
CC(C)=C1C2CCC1C1C(=O)N(c3nc(-c4ccccc4)c(C)s3)C(=O)C21 (configuration not stated)	0
Cc1ccc2[nH]cc(C(=O)CN3CCN(c4ccccc4F)CC3)c2c1	-2
COCc1cc(C)nc(SCC(=O)Nc2ccccc2C)c1C#N	-6
O=C(N/N=C/c1cn(-c2ccccc2)nc1-c1cc2ccccc2o1)c1ccncc1	-3
COCCOC(=O)C1=C(C)OC(N)=C(C#N)C1c1ccc2c(c1)OCO2 (configuration not stated)	2
COc1cc2nc(SCc3c(C)noc3C)n(CCC3=CCCCC3)c(=O)c2cc1OC	-4
Cc1cc(=O)n(C(NC(=O)c2ccccc2)C(=O)c2ccccc2)cn1 (configuration not stated)	0
COc1ccc(-n2c(SC)nc(O)cc2=O)cc1	-7
O=C(CO/N=C/c1ccccc1O)N1CCc2ccccc21	3
O=C(NCc1ccco1)c1cc(-c2cccnc2)nc2ccc(Cl)cc12	-3
CCOc1ccc(/C(O)=C2/C(=O)C(=O)N(CCOCCO)C2c2ccccn2)cc1 (configuration not stated)	-1
CCCc1cc(Nc2cccc(OC)c2)n2ncnc2n1	-11
COc1cccc(NC(=O)c2ccc3c(c2)N(CC(=O)N2CCCCC2)C(=O)C(C)(C)O3)c1	8
CCOc1ccc(N(CC)C(=O)CCNC(=O)Cn2ccc3ccccc3c2=O)cc1	1
COc1cc(NC(=O)C(C)Oc2ccccc2)c(OC)cc1NC(=O)c1ccccc1 (configuration not stated)	-4
N/C(=N\OC(=O)c1ccc(Cl)cc1Cl)c1cccnc1	-3
Cc1c(CN(C)C(=O)CSc2nc(-c3ccco3)cc(C(F)(F)F)n2)cnn1C	0
Cc1nccn1-c1ccc(NC(=O)[C@H]2O[C@@H](n3cnc4c(N)ncnc43)[C@H](O)[C@@H]2O)cc1	-2
COc1ccc(NC(=O)C2CCN(c3nnnn3-c3ccccc3)CC2)cc1	3
COc1ccc(OC)c(C(=O)CSc2nnc(-c3cccnc3)n2C)c1	2
CCC(C)(C)n1nnnc1C(c1ccc(O)c(OC)c1)N1CCc2ccccc2C1 (configuration not stated)	3
Cc1cc(/C=N/n2cnnc2)c(C)n1-c1ccc2c(c1)OCO2	0
Cc1ccc(-c2cc(=O)[nH]c3ccccc23)cc1	15
CC(CC(C)C(=O)Nc1ccccc1C(C)(C)C)C(=O)O (configuration not stated)	1
CCOC(=O)C1CSc2[nH]c(=O)sc2C1c1ccccc1 (configuration not stated)	2
Cn1c(CN2CCCC2)nc2cc(NC(=O)COc3ccccc3)ccc21	-1
CCOCC(=O)Nc1nnc(COC)s1	-9
CCOc1cccc(=O)c2c(C)n(CC3CCCO3)c(C)c12 (configuration not stated)	-4
CCCOc1ccccc1C1CC(=O)Nc2cc3c(cc21)OCCO3 (configuration not stated)	20
COC(=O)[C@H](C)NC(=O)Nc1cccc(C)c1	-8
CN(C)c1cc(N)c2ccccc2n1 (tested in a mixture with another compound)	-1
Cc1ccc2nc3c(cc(C#N)c(=O)n3-c3nccs3)c(=O)n2c1	-4
O=C(Nc1ccccn1)NC(C(F)(F)F)C(F)(F)F	4

(continued)
SMILES	miR122 inh
Cc1[nH]c2ccccc2c1C1=CN2CCS(=O)(=O)N=C2S1	-6
COCCN(C(=O)c1ccccc1)c1nnc(-c2cccnc2)s1	-4
CCN1CCN(C(=O)Nc2ccccc2OC)CC1	2
COc1ccc(CCN2C(=O)CC(N3CCN(c4ccccn4)CC3)C2=O)cc1OC (configuration not stated)	-2
COc1ccc(-c2noc(COc3ccc4c(c3)OCO4)n2)cc1	6
COc1ccc(NC(C)=O)cc1NC(=O)CN1CCN(C2c3ccccc3-c3ccccc32)CC1	0
CCn1cc(C(=O)NCC(=O)OC)c2cc(OC)c(OC)cc2c1=O	-7
O=C(COc1ccccc1F)c1ccc(O)cc1O	218*
Cc1ccc(C(=O)CCNc2ccccc2)o1	1
CCC(=O)OCCn1c(Br)nc2c1c(=O)[nH]c(=O)n2C	-5
O=C(Nc1ccc(Cl)cc1)OC(CN1CCCCC1)C(F)(F)F (configuration not stated)	4
O=C(/C=C/c1ccc(Cl)cc1)c1cccnc1	-3
Cc1cc(C)n2cc(CSc3nnnn3-c3ccc(Cl)cc3)nc2n1	-4

Sorted by count of non-hydrogen atoms (low to high): part of the list above
SMILES	miR122 inh
Cc1ccc(C(=O)CCNc2ccccc2)o1	1
O=C(COc1ccccc1F)c1ccc(O)cc1O	218*
Cc1[nH]c2ccccc2c1C1=CN2CCS(=O)(=O)N=C2S1	-6
O=C(Nc1ccc(Cl)cc1)OC(CN1CCCCC1)C(F)(F)F (configuration not stated)	4
CCn1cc(C(=O)NCC(=O)OC)c2cc(OC)c(OC)cc2c1=O	-7
COc1ccc(NC(C)=O)cc1NC(=O)CN1CCN(C2c3ccccc3-c3ccccc32)CC1	0

A portion of the library, so the mix of outcomes need not match the whole.
